High-throughput results deposited in PubChem BioAssay by National Center for Advancing Translational Sciences (NCATS).
Vif-APOBEC3G blk – qHTS for Inhibitors of Vif-A3G Interactions: qHTS; 410,000 tested, 0.076% active; HeLa A3G-eYFP + Vif (tagged APOBEC3G with the HIV-1 protein that degrades it), YFP fluorescence, overnight; Potency, µM (titrated, usually from 46.1 µM), for inactives: at the top dose activity, negative = active, usual class: inhibitors; AID 602310, 2012;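 also: potency is read from the fitted curve at half-maximal effect; % is scaled to controls: 0 for no effect and ±100 for the full control effect; nearly all actives have a fitted effect of over 60% in size; hits raise eYFP signal because A3G escapes Vif-driven loss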
Target sequence (Q9HC16 whole entry, looked up): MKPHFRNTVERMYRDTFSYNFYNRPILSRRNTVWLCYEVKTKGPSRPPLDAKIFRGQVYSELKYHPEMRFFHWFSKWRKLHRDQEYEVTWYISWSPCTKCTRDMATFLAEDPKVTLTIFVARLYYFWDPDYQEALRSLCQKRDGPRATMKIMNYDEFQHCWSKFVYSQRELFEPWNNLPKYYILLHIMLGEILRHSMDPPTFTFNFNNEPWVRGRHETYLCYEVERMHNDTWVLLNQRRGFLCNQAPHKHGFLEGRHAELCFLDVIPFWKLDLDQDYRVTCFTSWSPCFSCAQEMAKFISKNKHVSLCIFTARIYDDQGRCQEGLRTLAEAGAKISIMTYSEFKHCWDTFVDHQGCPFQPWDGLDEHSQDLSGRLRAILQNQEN
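HeLa cells stably expressing Vif and C-terminally eYFP-tagged A3G, seeded overnight at 37 deg C, then exposed to compound by pintool overnight at 37 deg C. Rise in yellow fluorescence (Ex 488/Em 500-530, Acumen) marks blocked Vif-driven A3G degradation.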
RXFP1 agonist – qHTS Assay for Agonists of the Relaxin Receptor RXFP1; 370,000 tested, 0.3% active; HEK293T-RXFP1 cAMP TR-FRET, 30 min; response scale: percent of porcine relaxin response, buffer zero; Relaxin receptor 1 (Homo sapiens), Q9HBX9; Potency, µM (doses to about 57.5 µM), without a hit: at the highest dose activation, most hits filed as activators; AID 2676, 2010; also: potency is read from the fitted curve at half-maximal effect; % is scaled to controls: 0 for no effect and ±100 for the full control effect; nearly all actives have a fitted effect of over 60% in size; many of its hits are not listed in these tables
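HEK293T cells stably expressing RXFP1 were pretreated with the PDE4 inhibitor Ro 20174, exposed to compounds for 30 min at 37C, lysed, and cAMP was read by TR-FRET. Data normalized to buffer (basal) and 29 nM porcine relaxin (100%).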
D2 PAM – HTS Assay for Positive Allosteric Modulators of the Human D2 Dopamine Receptor: Primary Screen for Potentiators. D(2) dopamine receptor (Homo sapiens), P14416. HEK293 T-REx D2, calcium flux, EC20 dopamine potentiation. potentiation, % at 10 µM. 340,000 tested, 0.34% active;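 active = potentiation over 3 SD above the plate norm, cut at about 30% in these data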; also: 0% is about no effect
Target sequence (P14416 whole entry, looked up): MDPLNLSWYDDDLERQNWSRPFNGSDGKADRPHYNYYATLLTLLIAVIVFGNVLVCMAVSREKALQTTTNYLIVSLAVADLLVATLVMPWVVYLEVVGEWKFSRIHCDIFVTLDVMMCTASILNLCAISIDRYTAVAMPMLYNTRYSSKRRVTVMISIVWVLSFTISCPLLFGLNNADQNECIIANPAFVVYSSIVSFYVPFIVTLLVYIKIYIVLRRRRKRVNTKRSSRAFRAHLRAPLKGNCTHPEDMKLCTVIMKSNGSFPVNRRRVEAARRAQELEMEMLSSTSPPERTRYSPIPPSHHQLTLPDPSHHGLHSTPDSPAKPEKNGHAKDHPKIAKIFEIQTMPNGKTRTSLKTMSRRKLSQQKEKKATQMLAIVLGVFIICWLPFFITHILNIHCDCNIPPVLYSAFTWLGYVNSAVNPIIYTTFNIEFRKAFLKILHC
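Potentiation of an EC20 dopamine calcium response is measured in a force-coupled, tetracycline-inducible Hek293 Trex D2 line. Compound-only kinetic reads over 180 s flag agonists before dopamine addition.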
D1 PAM – Potentiators of Human D1 Dopamine Receptor: qHTS | D(1A) dopamine receptor (Homo sapiens), P21728 | HEK293 TREx D1 cells, calcium flux, dopamine EC20 potentiation | potentiation, % at 10 µM | 360,000 tested, 0.036% active; in the data active = potentiation above about 30%; also: 0% is about no effect
Vif-APOBEC3F blk – qHTS for Inhibitors of Vif-A3F Interactions: qHTS; HeLa A3F-eYFP + Vif (tagged APOBEC3F with the HIV-1 protein that degrades it), YFP fluorescence increase; Potency, µM (series often up to 46.1 µM), for inactives: at the highest dose activity, negative = active; 390,000 tested, 0.2% active; also: potency is read from the fitted curve at half-maximal effect; % of control where 0% means no effect; nearly all actives have a fitted effect of over 65% in size
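HeLa cells stably expressing A3F-eYFP plus Vif, plated and incubated overnight at 37 deg C, then exposed to compounds overnight at 37 deg C. Blocked degradation read as raised yellow fluorescence (Ex 488/Em 500-530).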
RXFP1 antagonist – qHTS Assay for Antagonists of the Relaxin Receptor RXFP1; Relaxin receptor 1 (Homo sapiens), Q9HBX9; HEK293-RXFP1, relaxin-stimulated cAMP HTRF, 30 min; stronger effect = lower value; activity change, negative = inhibition, % at 57.5 µM; 350,000 tested, 0.59% active; AID 1259400, 2018;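 active = activity change of -60% or lower, but not beyond a set lower limit; inconclusive = change between -60% and -40%, or beyond the set limit; inactive = change above -40%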; also: % is scaled to controls: 0 for no effect and ±100 for the full control effect
D1 agonist – Allosteric Agonists of the Human D1 Dopamine Receptor: qHTS. activation, % at 2 µM. HEK293 T-REx D1 cells, calcium flux, agonist mode. D(1A) dopamine receptor (Homo sapiens), P21728. 360,000 tested, 1% active; in the data active = activation above about 30%; also: 0% is about no effect
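Agonism was scored from calcium flux recorded over 180 s (1 read/s) after pintool compound addition, following a 10-cycle baseline. Cells were inducible force-coupled HEK293 TREx D1, plated overnight at 30 C and loaded with no-wash calcium dye.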
D1 antag – Antagonist of Human D 1 Dopamine Receptor: qHTS | D(1A) dopamine receptor (Homo sapiens), P21728 | HEK293 TREx D1 cells, calcium flux, dopamine EC80; stronger effect = lower value | activity change, negative = inhibition, % at 10 µM | 360,000 tested, 3.2% active | AID 504652, 2011; in the data active = activity change below about -30%; also: % is scaled to controls: 0 for no effect and ±100 for the full control effect
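Allosteric or orthosteric antagonism assessed as attenuation of the calcium response to EC80 dopamine, added 180 s after compound, in induced HEK293 Trex D1 cells loaded with no-wash calcium dye.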
GRP78 ERSR act – qHTS for Inducers of the Endoplasmic Reticulum Stress Response (ERSR) in Human Glioma: qHTS | U87-MG GRP78 promoter luciferase reporter, 16 h | Potency, µM, for inactives: top-dose activation, hits mostly activators | 420,000 tested, 0.02% active | AID 602332, 2012; also: potency is read from the fitted curve at half-maximal effect; series mostly up to about 76 µM; % of control where 0% means no effect; nearly all actives have a fitted effect of over 35% in size
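Stably transfected U87-MG glioma cells carrying a GRP78-based luciferase sensor; 16 h compound incubation. Luminescence end-point read 10 min after Bright-Glo addition at room temperature.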
* marks the source's active call; other numbers are inactive results; ? = inconclusive; · = no result given. Unless noted, calls follow the shape of the dose curve; as a rule, active = well fitted curve in the direction sought with a large enough effect; inconclusive = small, poorly fitted or top-dose-only effect, or another doubt; inactive = no such curve, though single readings can be large; an effect the other way counts as inactive or inconclusive. Only part of the results is shown. The share of hits here may be higher or lower than overall.

no.	mol	D1 antag	RXFP1 agonist	D2 PAM	D1 PAM	Vif-APOBEC3G blk	Vif-APOBEC3F blk	D1 agonist	RXFP1 antagonist	GRP78 ERSR act
1	Cc1nnc(N)nc1C	-38*	-0.9%	2	-1	3%	7%	2	-1	-5%
2	O=C1c2cccc3c(N4CCCCC4)ccc(c23)C(=O)N1c1ccc(O)cc1	20	5.3%	-4	-3	7.9µM*	?	359*	-11	4%
3	Cc1nc(NC(C)c2ccccc2)c2c3c(sc2n1)CCC3 (centres undefined)	4	2.1%	-4	12	-11%	-4%	3	-18	1%
4	CN1CCN(CCC(=O)N/N=C/c2cc([N+](=O)[O-])ccc2OC(F)F)CC1	-2	-0.8%	-10	-1	-1%	-3%	4	1	-4%
5	O=C(CSc1nc(O)c(C(c2ccccc2)c2ccccc2)c(=O)[nH]1)N1CCOCC1	-13	0.1%	8	-5	5%	-6%	2	4	-6%
6	O=C1OCCC1=COCCOC=C1CCOC1=O	·	·	·	·	3%	-7%	·	-7	-2%
7	CCC(C)c1ccc(S(=O)(=O)N2CCN(c3ccccn3)CC2)cc1 (centres undefined)	19	-2.7%	-8	-7	0%	7%	6	-34	-6%
8	O=C(C[n+]1cccc(CNC(=O)c2ccc(OC(F)F)cc2)c1)c1ccccc1	·	1.2%	-1	-4	0%	-3%	8	-33	1%
9	O=C(CCCN=C1NS(=O)(=O)c2ccccc21)Nc1ccc(Cl)cc1	17	-0.5%	-16	-2	-3%	1%	0	-3	-5%
10	COc1cccc(N2CC(C(=O)Nc3nnc(SCC(=O)Nc4ccc(NC(C)=O)cc4)s3)CC2=O)c1 (centres undefined)	1	-1.0%	12	2	1%	4%	4	-14	-3%
11	NC(=O)c1ccc(NC(=O)COC(=O)C2CC(=O)N(Cc3ccccc3)C2)cc1 (centres undefined)	-21	-0.4%	1	-4	-4%	12%	3	7	-1%
12	COCCOC(=O)/C=C1/NC(=O)CS1	-13	-0.1%	3	1	2%	-3%	2	6	0%
13	Cc1ccccc1-c1nnc(-c2ccc(Br)cc2)o1	2	0.6%	0	-5	1%	3%	4	-13	-4%
14	COc1ccc(/C=N/NC(=O)c2ccco2)cc1COc1ccc(F)cc1	6	0.3%	-7	-3	1%	-5%	0	-12	0%
15	Cc1cccc(C(=O)N2CCC(=O)N(C(COCc3cccc(Cl)c3)Cc3ccccc3)CC2)c1 (centres undefined)	10	2.8%	-1	-4	-8%	2%	2	·	3%
16	CCOc1ccc(Br)cc1S(=O)(=O)NCCN1CCCC1	-5	4.1%	4	3	2%	-3%	9	7	-6%
17	O=C1c2ccccc2C(=O)N1Nc1ccccc1	·	-1.3%	·	·	1%	-3%	·	9	-3%
18	O=[N+]([O-])c1cc(NCCO)c(N2CCCCCC2)c2nonc12	4	0.7%	4	3	-1%	8%	1	-23	-6%
19	O=C1NC(=Nc2ccccc2)S/C1=C\c1cccs1	-8	-0.1%	-11	-4	-27%	-14%	1	-6	4%
20	O=C(COC(=O)COc1ccccc1)NC1CCS(=O)(=O)C1 (centres undefined)	·	·	·	·	1%	-22%	·	-26	-4%
21	COc1cc(OC)c(N(C)C(=O)c2nn(C)c3c2CSc2ccccc2-3)cc1Cl	2	-1.4%	-3	-1	-1%	-10%	2	-5	-2%
22	CC1CCN(c2ccc(C(=O)O)cc2NS(=O)(=O)c2ccc(Br)cc2)CC1	-8	-1.6%	-3	-2	3%	3%	1	·	-2%
23	O=C(COc1ccccc1Cl)c1ccc2c(c1)CCCC2	20	0.9%	9	-9	-9%	-2%	6	·	5%
24	O=C(COC(=O)C12CC3CC(CC(C3)C1)C2)N1CCN(S(=O)(=O)c2ccccc2)CC1	2	-0.4%	2	2	0%	4%	1	3	0%
25	CCc1cc(C(=O)N/N=C/c2ccc(O)cc2O)c2ccccc2n1	-1	-0.2%	20	-10	?	-11%	3	2	-8%
26	COc1ccc(-c2cc3ccc(OCC(C)=O)cc3oc2=O)cc1	9	20%	-2	-2	7%	0%	1	9	1%
27	COc1ccc(OC)c(-c2cn(S(=O)(=O)c3ccccc3)nc2N)c1	-2	0.4%	-10	0	0%	-5%	6	4	-6%
28	CCOc1ccc(C=NCC(O)c2ccccc2)cc1 (centres undefined)	-3	0.0%	-2	4	0%	-10%	1	2	1%
29	COc1nnc(-c2ccc(C)c(S(=O)(=O)NCC3CCCO3)c2)c2ccccc12 (centres undefined)	-13	-0.7%	0	-5	-1%	8%	3	-10	-4%
30	COc1ccc(NC(=O)CN2CCC(n3c(C)nc4cc(F)ccc43)CC2)c(OC)c1	14	5.3%	7	-5	0%	-1%	2	-6	1%
31	Cc1ccc(S(=O)(=O)Oc2ccc(C)cc2/C=N/N=C2\NC(=O)C(C)S2)cc1 (centres undefined)	8	1.6%	17	2	3%	1%	2	-13	-1%
32	O=c1c2[nH]c3cccc(Cl)c3c2ncn1CC1CCCO1 (centres undefined)	-30*	3.7%	13	-9	-16%	-9%	2	26	2%
33	C[C@H]1CN=C(N(C)C)N1CCCCc1ccccc1	17	-2.0%	-8	-2	6%	3%	-1	·	-4%
34	FC(F)(F)c1cccc(NC(=S)NNC(=S)Nc2ccc(Cl)cc2)c1	-23	2.7%	4	-10	·	·	0	·	·
35	COc1ccccc1NC(=O)CSc1oc(-c2cccs2)nc1S(=O)(=O)c1ccc(Br)cc1	-6	0.9%	4	0	-9%	-4%	-1	-14	-4%
36	Cc1cc([N+](=O)[O-])ccc1N1C(=O)c2ccc(C(=O)Nc3ccccc3C(=O)O)cc2C1=O	-7	3.7%	5	-4	-7%	-4%	2	-17	-1%
37	Cc1cc(Cl)ccc1OCC(=O)Nc1ccccc1CO	-2	1.1%	-3	-6	1%	-17%	4	-8	6%
38	COc1cccc(NC(=O)C(NCCc2ccc(S(N)(=O)=O)cc2)c2ccccc2)c1 (centres undefined)	5	2.2%	28	10	-8%	3%	8	-2	-1%
39	O=C(Cn1nc(-c2ccccc2)ccc1=O)NCC1CCCO1 (centres undefined)	-6	1.2%	-4	-1	1%	3%	0	9	-5%
40	COc1cccc(-n2nnnc2SCC(=O)Nc2ccc(NC(C)=O)cc2)c1	-2	2.5%	3	2	-3%	10%	5	-2	0%
41	CCCCCn1c(=O)[nH]c2cc(C(=O)NC(C)CC)ccc2c1=O (centres undefined)	5	0.1%	1	-1	4%	-7%	2	·	-2%
42	CCOc1ccc(CC(=O)NNC(=S)NC2CCCCC2)cc1OCC	-15	-1.1%	-14	-2	-8%	·	1	10	-6%
43	COc1ccc(OC)c(C2CC(=O)Nc3cc(OC)c(OC)c(OC)c32)c1 (centres undefined)	16	0.7%	-5	-3	0%	5%	1	0	0%
44	COc1cccc(/C=N/NC(=O)c2ccc(CN3c4cccc5cccc(c45)S3(=O)=O)cc2)c1	12	0.2%	1	8	2%	2%	6	·	-1%
45	O=C(C1CCCC1)N(c1ccccc1)C1C=CS(=O)(=O)C1 (centres undefined)	-2	-2.0%	4	-1	-4%	-1%	0	-12	-1%
46	COc1ccccc1NC(=O)CSc1nnc(C)n1CC1CCCO1 (centres undefined)	6	-0.3%	0	1	-1%	0%	0	2	-10%
47	C[C@H](NC(=O)c1ccccc1)C(=O)OCC(=O)Nc1sccc1C(N)=O	·	·	·	·	-8%	-14%	·	3	7%
48	CC(=O)c1ccc(C)cc1OC(=O)c1cccc(F)c1	-1	-0.2%	6	-5	5%	-3%	1	-34	-5%
49	Cc1ccccc1NC(=O)c1c(C)[nH]c(=S)c(C#N)c1-c1ccco1	1	0.1%	-6	9	-2%	10%	5	?	-5%

Nos. 42 to 49, reprinted for reference:
no.	mol	D1 antag	RXFP1 agonist	D2 PAM	D1 PAM	Vif-APOBEC3G blk	Vif-APOBEC3F blk	D1 agonist	RXFP1 antagonist	GRP78 ERSR act
42	CCOc1ccc(CC(=O)NNC(=S)NC2CCCCC2)cc1OCC	-15	-1.1%	-14	-2	-8%	·	1	10	-6%
43	COc1ccc(OC)c(C2CC(=O)Nc3cc(OC)c(OC)c(OC)c32)c1 (centres undefined)	16	0.7%	-5	-3	0%	5%	1	0	0%
44	COc1cccc(/C=N/NC(=O)c2ccc(CN3c4cccc5cccc(c45)S3(=O)=O)cc2)c1	12	0.2%	1	8	2%	2%	6	·	-1%
45	O=C(C1CCCC1)N(c1ccccc1)C1C=CS(=O)(=O)C1 (centres undefined)	-2	-2.0%	4	-1	-4%	-1%	0	-12	-1%
46	COc1ccccc1NC(=O)CSc1nnc(C)n1CC1CCCO1 (centres undefined)	6	-0.3%	0	1	-1%	0%	0	2	-10%
47	C[C@H](NC(=O)c1ccccc1)C(=O)OCC(=O)Nc1sccc1C(N)=O	·	·	·	·	-8%	-14%	·	3	7%
48	CC(=O)c1ccc(C)cc1OC(=O)c1cccc(F)c1	-1	-0.2%	6	-5	5%	-3%	1	-34	-5%
49	Cc1ccccc1NC(=O)c1c(C)[nH]c(=S)c(C#N)c1-c1ccco1	1	0.1%	-6	9	-2%	10%	5	?	-5%
